# Screens from PubChem BioAssay.
# ADAM17 inh: inhibits human ADAM17. recombinant ADAM17, EDANS/DABCYL FRET peptide cleavage. inhibition, % at 6.95 µM. hit rate 0.83% among 370,000. AID 720648;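 active means inhibition above the mean of compounds lying between control limits plus 3 SD, set per campaign, cut at about 8.5% in these data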;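 further: 0% = DMSO-only wells as the low control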
# Target sequence (P78536 215-824 limits assumed): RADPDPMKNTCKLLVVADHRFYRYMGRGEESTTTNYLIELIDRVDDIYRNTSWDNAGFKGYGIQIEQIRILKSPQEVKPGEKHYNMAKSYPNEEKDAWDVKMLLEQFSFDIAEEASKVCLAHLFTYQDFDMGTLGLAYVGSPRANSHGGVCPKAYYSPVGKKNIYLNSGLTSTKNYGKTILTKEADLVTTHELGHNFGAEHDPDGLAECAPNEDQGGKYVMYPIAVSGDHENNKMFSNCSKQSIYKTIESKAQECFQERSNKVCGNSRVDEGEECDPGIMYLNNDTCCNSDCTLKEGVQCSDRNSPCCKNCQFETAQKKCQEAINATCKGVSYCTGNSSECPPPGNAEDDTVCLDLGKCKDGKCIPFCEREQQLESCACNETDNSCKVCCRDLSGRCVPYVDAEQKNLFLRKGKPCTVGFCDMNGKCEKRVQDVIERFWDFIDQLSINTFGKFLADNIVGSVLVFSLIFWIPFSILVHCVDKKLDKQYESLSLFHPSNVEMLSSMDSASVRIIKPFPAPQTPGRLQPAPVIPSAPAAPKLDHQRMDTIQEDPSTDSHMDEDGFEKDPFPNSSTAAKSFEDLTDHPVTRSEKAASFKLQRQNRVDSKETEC
# PLCg1 inh: inhibitors of human phospholipase C gamma1. purified PLC-gamma1, fluorogenic substrate, fluorescence. inhibition, % at 12.2 µM. P19174. AID 720700. hit rate 0.84% among 370,000; in the data active means inhibition above about 9.5%
# ssDAF-12 act: S. stercoralis DAF-12 activation, primary screen; hit rate 1% among 370,000; HEK293 ssDAF-12/GRIP1 lit1-tk-luc reporter, luminescence; % of 3 µM dafachronic acid response; activation, % at 6.8 µM;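 active means activation above the mean over all tested compounds plus 3 SD, cut at about 0.9% in these data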;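 further: 0% = DMSO-only wells and 100% = 3 µM delta7-dafachronic acid wells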
# DAX1 inh-1: blocks DAX1 repression of SF-1 activated StAR promoter; HEK293T StAR-luciferase reporter, SF-1/DAX-1 repression relief; inhibition, % at 6.8 µM; hit rate 1.1% among 370,000; AID 652010;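 active means inhibition above the mean over all tested compounds plus 3 SD, cut at about 3.6% in these data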;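 further: 0% = DAX-1 cells with DMSO and 100% = cells lacking DAX-1 with DMSO; higher inhibition means more luminescence from relief of DAX-1 repression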
# PLCb3 inh: inhibitors of human phospholipase C beta3 | Purified PLC-beta3, fluorogenic substrate, fluorescence | AID 720704 | hit rate 0.18% among 370,000 | inhibition, % at 12.2 µM | Q01970; in the data active means inhibition above about 11%;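 further: 0% = median of compound wells on plate and 100% = full blocker control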
# ADAM10 inh: inhibits human ADAM10 | O14672 | recombinant ADAM10, EDANS/DABCYL FRET peptide cleavage, 3 h | inhibition, % at 7 µM | hit rate 0.62% among 370,000;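 active means inhibition above a per-campaign cutoff equal to the mean of compounds falling between control-based bounds plus 3 SD, cut at about 20% in these data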;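 further: 0% = DMSO wells while the 100% control is not disclosed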
# hcDAF-12 act: activates DAF-12 receptor from parasite H. contortus. HEK293 hcDAF-12 lit1-tk-luc reporter, luminescence; 0% DMSO, 100% Δ7-dafachronic acid. activation, % at 6.8 µM. hit rate 1.4% among 370,000. AID 652067;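 active means activation above the mean of all tested compounds plus 3 SD, cut at about 5.5% in these data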;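 further: 100% = response to 3 µM Δ7-dafachronic acid high control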
# FXN GAA850 act: increases GAA850 frataxin promoter reporter activity. hit rate 0.56% among 360,000. AID 540364. activation, % at 6 µM. HEK293 lucGAA850 FXN promoter luciferase reporter, 24 h; percent of 10 µM SAHA response;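 active means activation above the average of all compounds screened plus 3 SD, cutoff fixed separately per campaign, cut at about 7.5% in these data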;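 further: 0% = DMSO wells and 100% = 10 µM SAHA wells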
# hgDAF-12 ag: hgDAF-12 agonism, primary luciferase screen; HEK293 GAL4-hgDAF12 UAS-luciferase reporter, agonist luminescence; normalized to butyrate control; activation, % at 6.8 µM; hit rate 1.8% among 370,000; AID 687014;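 active means activation above a cutoff set at the mean of all screened compounds plus 3 SD, cut at about 10% in these data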;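 further: 0% = DMSO wells and 100% = sodium butyrate wells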
# sPLA2-III inh: Blocks human group III sPLA2 activity | hit rate 0.56% among 370,000 | QFRET BODIPY PC-A2 liposome hydrolysis, fluorescence | inhibition, % at 12.2 µM | Q9NZ20;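 active means inhibition above mean plus 3 SD of compounds lying within the high and low control bounds, cut at about 19% in these data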;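 further: 0% = median of test compound wells and 100% = no enzyme DMSO wells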
# Target sequence (Q9NZ20 whole entry, looked up): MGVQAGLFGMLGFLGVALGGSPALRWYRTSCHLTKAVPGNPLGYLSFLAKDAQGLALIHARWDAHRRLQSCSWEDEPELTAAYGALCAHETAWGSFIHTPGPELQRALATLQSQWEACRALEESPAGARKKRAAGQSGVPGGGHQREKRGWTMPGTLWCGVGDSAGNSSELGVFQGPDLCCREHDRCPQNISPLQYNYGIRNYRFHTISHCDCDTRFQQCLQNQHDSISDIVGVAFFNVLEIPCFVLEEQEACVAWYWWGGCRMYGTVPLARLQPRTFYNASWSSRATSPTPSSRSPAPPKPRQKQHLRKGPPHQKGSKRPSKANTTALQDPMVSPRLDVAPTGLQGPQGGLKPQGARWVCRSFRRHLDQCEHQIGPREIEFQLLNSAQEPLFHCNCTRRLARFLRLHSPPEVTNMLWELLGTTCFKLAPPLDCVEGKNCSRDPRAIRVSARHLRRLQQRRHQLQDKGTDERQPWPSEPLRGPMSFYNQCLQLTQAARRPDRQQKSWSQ
# DAX1 inh-2: inhibits human nuclear receptor DAX1; hit rate 0.99% among 340,000; inhibition, % at 6.75 µM; HEK293 Gal4-DAX1 luciferase reporter, luminescence; AID 504766;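 active means inhibition above the mean over all tested compounds plus 3 SD, cut at about 4.2% in these data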;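 further: 0% = DAX1-transfected cells with DMSO and 100% = empty-vector control cells with DMSO; inhibition shows as a rise in luminescence from relieved DAX1 repression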
# * marks the source's active call; other numbers are inactive results; i = inactive; · = not tested or not shown.
# Start of the data: the first 2 records, ahead of the listing:
SMILES,ADAM17 inh,PLCg1 inh,ssDAF-12 act,DAX1 inh-1,PLCb3 inh,ADAM10 inh,hcDAF-12 act,FXN GAA850 act,hgDAF-12 ag,sPLA2-III inh,DAX1 inh-2
CCOc1ccc(C(=O)NCC(=O)OCc2cc(C(C)=O)ccc2OC)cc1,-1,2,-1.3,-0.2,5,1,-1.6,4.3,-0.3,-3,-1.2
CCC(=O)c1ccc(N2CCN(S(=O)(=O)c3ccccc3)CC2)c(F)c1,-1,2,-0.8,0.7,0,3,0.9,-2.0,-0.8,1,2.7

# All compounds of this part (from the top)
SMILES,ADAM17 inh,PLCg1 inh,ssDAF-12 act,DAX1 inh-1,PLCb3 inh,ADAM10 inh,hcDAF-12 act,FXN GAA850 act,hgDAF-12 ag,sPLA2-III inh,DAX1 inh-2
CCOc1ccc(C(=O)NCC(=O)OCc2cc(C(C)=O)ccc2OC)cc1,-1,2,-1.3,-0.2,5,1,-1.6,4.3,-0.3,-3,-1.2
CCC(=O)c1ccc(N2CCN(S(=O)(=O)c3ccccc3)CC2)c(F)c1,-1,2,-0.8,0.7,0,3,0.9,-2.0,-0.8,1,2.7
CC1(C(=O)Nc2ccc3nc[nH]c3c2)CCN1C(=O)C/C=C/c1ccccc1 (centres undefined),-3,2,-1.6,-1.6,-6,-2,-1.9,-0.7,2.4,-3,·
COc1ccc(C(=O)Nc2nc(C)c(C)s2)cc1OC,-3,0,-1.0,1.7,-3,5,0.6,1.6,8.2,-4,1.1
CC(C)NC(=O)NC(=O)COC(=O)c1ccc([N+](=O)[O-])cc1Cl,-3,3,-0.8,0.2,0,-14,-1.9,0.4,-2.9,5,0.0
Cc1cccc(Oc2nc3ccccn3c(=O)c2/C=C(\C#N)C(=O)NC2CCS(=O)(=O)C2)c1C (centres undefined),-145,-132,-1.1,-0.5,-201,-442,-0.1,1.3,-3.0,-6,-0.1
COc1ccc(NC(=O)C(=O)NCC2CCCN2S(=O)(=O)c2ccc(C)cc2)cc1 (centres undefined),0,-2,-0.6,6.4*,-3,1,-1.0,-4.6,-6.2,-15,0.5
COc1ccc(C(N)c2csc(Nc3ccc(S(C)(=O)=O)cc3)n2)cc1 (centres undefined),-5,-9,-0.7,0.4,-9,-10,-1.9,-0.9,-0.7,2,·
O=C(c1ccco1)N1CCN(Cc2cccc(C(F)(F)F)c2)CC1,1,-2,0.5,0.2,-6,3,0.6,0.0,2.9,3,4.6*
COc1ccc(OC)c(NC(=O)CSc2ccc(-c3cccnc3)nn2)c1,-1,2,-1.0,-0.3,-6,-1,-2.5,-0.6,-3.2,0,-0.1

# Reprinted from the results shown for reference:
SMILES,ADAM17 inh,PLCg1 inh,ssDAF-12 act,DAX1 inh-1,PLCb3 inh,ADAM10 inh,hcDAF-12 act,FXN GAA850 act,hgDAF-12 ag,sPLA2-III inh,DAX1 inh-2
COc1ccc(NC(=O)C(=O)NCC2CCCN2S(=O)(=O)c2ccc(C)cc2)cc1 (centres undefined),0,-2,-0.6,6.4*,-3,1,-1.0,-4.6,-6.2,-15,0.5
COc1ccc(C(N)c2csc(Nc3ccc(S(C)(=O)=O)cc3)n2)cc1 (centres undefined),-5,-9,-0.7,0.4,-9,-10,-1.9,-0.9,-0.7,2,·
O=C(c1ccco1)N1CCN(Cc2cccc(C(F)(F)F)c2)CC1,1,-2,0.5,0.2,-6,3,0.6,0.0,2.9,3,4.6*
COc1ccc(OC)c(NC(=O)CSc2ccc(-c3cccnc3)nn2)c1,-1,2,-1.0,-0.3,-6,-1,-2.5,-0.6,-3.2,0,-0.1

# (continued)
SMILES,ADAM17 inh,PLCg1 inh,ssDAF-12 act,DAX1 inh-1,PLCb3 inh,ADAM10 inh,hcDAF-12 act,FXN GAA850 act,hgDAF-12 ag,sPLA2-III inh,DAX1 inh-2
Cc1ccc(C(=O)OCC(=O)c2c[nH]c3ccccc23)cc1,2,2,1.9*,1.8,1,5,6.5*,6.0,5.8,-6,3.7
COc1ccc(C2NC(=O)C(C)S2)cc1 (centres undefined),-3,-4,-1.5,0.0,2,2,-1.4,-2.2,1.6,-2,-0.8
C#CCSc1ncc(-c2ccccc2)cn1,4,7,1.9*,1.3,9,8,4.1,0.7,13*,8,0.7
O=C(c1ccc2ccccc2c1)C1CCCN(C(=O)c2noc3c2CCCC3)C1 (centres undefined),-12,-8,-1.3,-1.9,-17,-23,4.5,-0.1,-1.2,-5,-0.8
C[C@@H]1CN([C@H](C)CO)C(=O)Cc2cc(NC(=O)Nc3ccccc3)ccc2O[C@@H]1CN(C)C(=O)Nc1ccc2c(c1)OCO2,-5,0,-1.0,-0.5,-1,-1,-0.4,0.7,-1.7,-39,2.0
CCCCCCCc1c(C#N)c(N)[nH]c(=S)c1C#N,-1,0,-1.6,0.2,-8,3,-2.5,·,-0.5,4,·
C=CCNC(=O)c1cccc2c1C(=O)c1ccc(N3CCCC3)cc1S2(=O)=O,5,-48,-1.3,-0.4,-67,5,-0.5,0.3,-0.7,-6,-1.2
CC1(C)CC(=O)C(c2c[nH]c3ccccc23)C(=O)C1,-4,-22,0.0,0.6,-23,-9,3.9,1.5,3.3,-2,2.1
CCc1nc2ccc(C(=O)NCCCn3ccnc3)cn2c1N(C)Cc1nccs1,-5,2,-0.4,-0.8,-1,0,-0.7,0.0,2.6,12,·
COc1ccc(CN2C3CCCC2CC(NC(=O)/C=C/c2ccccc2)C3)cc1 (centres undefined),1,3,-1.5,1.0,-3,2,0.7,2.7,-3.4,-4,3.7
CNc1ccccc1C(C)(C)c1ccn[nH]1,-2,0,-1.0,-0.4,-1,-4,-1.3,1.6,-2.5,4,-0.3
O=C(OC1CCOC1=O)c1cc(-c2cccs2)nc2ccccc12 (centres undefined),i,i,-0.7,0.1,i,i,-0.6,1.1,2.4,-4,0.2
COCCCN(C(=O)CCOc1ccc(C)cc1)c1c(N)n(Cc2ccccc2)c(=O)[nH]c1=O,-3,-7,-0.4,-1.2,-3,-10,-1.2,-0.1,-0.3,7,-0.2
O=C(CC1OC(=O)c2ccccc21)Nc1cc(Cl)ccc1N1CCOCC1 (centres undefined),1,5,-0.5,1.0,-3,-5,-2.9,-1.0,-2.5,-4,-0.2
CCOc1ccc(N(CC)C(=O)CCNC(=O)Cn2ccc3ccccc3c2=O)cc1,-9,-2,-1.0,-0.7,0,-21,-2.4,-2.8,-0.9,1,2.0
Cc1cc(-n2c(C)cc(C(=O)CSc3nc4ccccc4c(=O)n3Cc3ccco3)c2C)no1,1,-3,-1.2,0.7,1,8,-2.9,2.2,0.6,3,0.3
CCOc1ccccc1NC(=O)CCC(=O)Nc1ccc2nc(N3CCN(C)CC3)cc(C)c2c1,-80,-24,-1.4,0.8,-33,-232,-1.1,1.6,0.7,-13,-0.3
O=C(c1cc(-c2ccccc2)on1)N1CCCCCC1,0,1,-0.1,1.7,-6,-4,4.2,6.7,13*,5,0.5
Cc1ccc(-c2nc(CS(=O)CC(=O)NCCN3CCCCCC3)c(C)o2)cc1 (centres undefined),-2,-1,-0.6,-0.3,-10,-6,-2.1,0.1,-0.6,-2,-0.1
CSc1ccc(CNC(=O)C2(C)CCCN(C(C)C)C2)cc1 (centres undefined),-4,-2,-1.7,0.4,0,-14,-1.1,-0.2,1.2,4,·
COc1ccccc1N1CCN(C(=O)c2cc(-c3ccc(Br)cc3)on2)CC1,2,0,-1.0,0.2,-5,-6,1.1,18*,1.8,2,1.2
O=C(Nc1cc(S(=O)(=O)N2CCOCC2)ccc1O)c1ccco1,1,-5,-1.1,-0.4,0,3,-0.2,-0.4,-1.7,4,-0.1
Cc1ccc(CNc2ccc3c(c2)ncn3C)cc1,-13,-39,0.1,2.4,-43,-29,2.9,5.6,5.7,6,1.1
Cc1ccccc1CC(=O)N1CCC(n2nnc3ncccc32)CC1,0,1,-0.7,1.5,2,0,-2.0,·,-2.4,0,·
CC(=O)NCCOc1c(C)cc(S(N)(=O)=O)cc1C,-5,-1,-1.3,1.0,6,-2,0.5,-0.8,-3.5,13,0.6
NC(=O)NC(=O)COC(=O)/C=C/c1cccc(Br)c1,3,3,-0.9,0.2,3,-3,0.8,1.5,-1.5,2,2.6
NCCc1nnc(SCc2ccccc2)o1,0,-3,-1.0,0.2,4,1,-1.6,-0.1,-0.8,7,0.2
Cc1ccc(NC(=O)CCNS(=O)(=O)c2ccc(Br)cc2)cc1S(=O)(=O)N1CCOCC1,2,-25,-1.6,-1.7,-19,9,-0.9,0.4,-0.5,-52,-1.2
CCN(Cc1ccccc1)S(=O)(=O)c1ccc(F)cc1,-4,-2,-1.2,-0.5,-4,3,-1.2,2.7,2.0,1,-0.4
CCN(C(=O)COC(=O)c1cc([N+](=O)[O-])ccc1N1CCCCC1)C1CCS(=O)(=O)C1 (centres undefined),-2,1,-0.5,0.4,-1,-3,-0.2,1.6,-0.9,3,1.5
CC(=O)c1cccc(NC(=S)Nc2cccc3ccccc23)c1,-59,-73,0.0,-0.5,-93,-169,4.1,-0.7,3.9,11,0.6
CCN1CCCCC(NC(=O)c2cc(OC)c(OC)c(OC)c2)C1=O (centres undefined),4,6,-0.7,-0.2,10,3,0.8,·,6.4,11,·
C#CCN1C(=O)S/C(=C/c2cc(C)n(CC)c2C)C1=O,2,-13,0.1,2.9,-20,3,4.9,5.0,18*,0,1.4
CCC(=O)Nc1ccc2c(c1)ncn2-c1ccc(OC)cc1,-5,-2,-0.9,1.1,-2,-8,-0.8,1.5,0.6,5,-0.1
O=C(NCc1cccs1)c1cnn2cccnc12,-46,-121,-1.6,-0.5,-138,-133,1.3,-1.0,0.8,24*,0.3
Cc1cccc(/C=N/NC(=O)Cn2nnnc2N)n1,-1,2,-0.7,0.4,-8,-3,-1.2,-0.7,1.1,3,0.4
COc1ccc(C(=O)Nn2c(C)nnc2-n2nc(C)cc2C)cc1OC,1,6,-0.7,0.1,2,4,-1.1,-0.1,-2.1,4,-0.1
O=C(Nc1ccc(S(=O)(=O)N2CCCCC2)cc1)C1CCCO1 (centres undefined),-3,1,-0.6,-0.5,-1,-4,-1.7,-1.1,0.7,0,1.2
O=C(Nc1nccs1)C1C2/C=C\CCCCC21 (centres undefined),-1,-1,-1.3,-0.9,0,-5,0.1,3.2,3.9,-1,0.9
O=C(NCCNc1ccc([N+](=O)[O-])cc1)c1cccc(Br)c1,-3,2,-1.4,-0.4,2,-14,0.2,0.0,-0.6,23*,0.3
O=C(Oc1c(Cl)cc(Cl)c2ccccc12)N1CCCC1,-3,2,-0.5,-1.4,0,8,-2.2,1.0,-1.5,3,-0.2
O=C(NCCc1cccc(F)c1)[C@@H]1CSC2c3ccccc3C(=O)N21 (some centres undefined),0,0,-1.1,-0.5,2,-5,0.3,-2.1,-2.2,-1,-0.9
CCCc1nc2c(=O)n(C)c(=O)[nH]c2n1CCC,-2,-3,-1.3,-0.3,1,-4,1.2,2.4,-0.1,2,0.6
C[C@@H]1CC[C@]2(O[C@H](CCO)C[C@@H](O)[C@@H]2O)O1,8.8*,2,-1.1,0.1,5,8,2.0,-0.5,1.2,6,0.1
CCOC(=O)CSc1nc(C)c2cc(C)c(C)cc2n1,-7,-2,-1.7,0.6,-9,-18,0.1,1.0,3.0,-3,-0.6
